KCNQ2 block: KCNQ2 potassium channel inhibitors, primary screen, cell-based, CHO-K1, FluxOR thallium flux, B-score (AID 2156) | 20 min; stronger effect = lower value | B-score at 10 µM | 310,000 compounds, 1.1% hits;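 active means fluorescence ratio B-score at most minus 3 library SDs, with starting brightness B-score within 2 library SDs, cut at about -5.5 in these data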
Target sequence (O88943 whole entry, looked up): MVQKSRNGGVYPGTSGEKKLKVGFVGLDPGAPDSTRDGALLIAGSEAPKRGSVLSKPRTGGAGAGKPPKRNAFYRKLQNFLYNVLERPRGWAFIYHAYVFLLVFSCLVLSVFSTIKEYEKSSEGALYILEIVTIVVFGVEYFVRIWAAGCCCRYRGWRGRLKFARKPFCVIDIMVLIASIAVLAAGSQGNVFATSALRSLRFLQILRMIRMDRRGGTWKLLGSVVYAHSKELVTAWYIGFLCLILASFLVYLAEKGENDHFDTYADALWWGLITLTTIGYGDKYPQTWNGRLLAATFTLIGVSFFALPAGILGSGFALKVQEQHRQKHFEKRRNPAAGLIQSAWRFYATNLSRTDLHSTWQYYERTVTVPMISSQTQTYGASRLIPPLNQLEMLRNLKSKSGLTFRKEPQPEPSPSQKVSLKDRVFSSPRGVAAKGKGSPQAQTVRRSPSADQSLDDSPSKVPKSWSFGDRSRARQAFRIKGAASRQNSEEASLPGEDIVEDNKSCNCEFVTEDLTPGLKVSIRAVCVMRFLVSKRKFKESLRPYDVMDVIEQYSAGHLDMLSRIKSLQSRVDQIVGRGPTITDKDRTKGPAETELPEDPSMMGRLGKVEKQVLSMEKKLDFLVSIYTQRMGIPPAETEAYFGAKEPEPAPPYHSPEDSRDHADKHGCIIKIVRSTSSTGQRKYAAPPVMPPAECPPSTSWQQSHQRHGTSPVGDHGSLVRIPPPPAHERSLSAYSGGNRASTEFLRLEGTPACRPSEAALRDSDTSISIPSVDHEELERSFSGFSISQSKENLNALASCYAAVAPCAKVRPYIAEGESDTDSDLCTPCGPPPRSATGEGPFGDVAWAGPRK
CHT block: inhibitors of human choline transporter CHT; 310,000 compounds, 0.86% hits; B-score at 10 µM; CHT-expressing cells, membrane potential dye, choline response; stronger effect = lower value; High affinity choline transporter 1 (Homo sapiens), Q9GZV3;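 active means B-score over 3 SD under the library average, and starting fluorescence ratio not unusually high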;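 further: choline stimulus applied at its EC90 after an EC20 pre-addition; B-score computed on integrated fluorescence ratio after choline addition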
An asterisk follows results filed as active; i = inactive; nt = no result given.

KCNQ2 block | CHT block | mol
i | i | Cc1cc(C(=O)N2CCc3c([nH]c4ccccc34)C2c2c(F)cccc2Cl)no1 (stereo unspecified)
i | i | Cc1cccc(N=Nc2c(O)[nH]c3ccc(Br)cc23)c1
i | i | CC(=O)c1c(C)[nH]c(C(=O)COC(=O)CCOc2ccc(C)cc2)c1C
i | i | O=S(=O)(c1ccccc1)N1CCCc2ccccc21
i | i | Cc1ccc(OC(=S)Nc2ccccc2)c(C)c1
i | i | Cc1nc(-c2nc(CC(=O)NNC(=O)c3ccc(Cl)cc3)cs2)cs1
i | i | O=c1c2c(nc3cc(-c4ccc(Br)cc4)[nH]n13)CCCC2
i | i | CN(CCCC(=O)NCc1ccco1)S(=O)(=O)c1ccccc1
i | i | CCOC(=O)C1CCC2(CC1)C(C#N)=C(N)Oc1n[nH]c(C)c12 (stereo unspecified)
i | i | Cc1nc2c(ccc3nc(NC(=O)C4CC4)sc32)s1
i | i | CCN1/C(=C2/SC(=S)NC2=O)Sc2ccccc21
i | i | CCC(=O)N1CCN(CCN=CC2=C(O)CC(c3cccs3)CC2=O)CC1 (stereo unspecified)
i | i | Cc1oc(-c2ccc(-c3ccccc3)cc2)nc1CN(C)C1CCOC1 (stereo unspecified)
i | i | Nc1ccccc1C(=O)Nc1ccc(Cl)cc1Cl
i | i | Cc1cc(C(=O)NC2CCCc3ccccc32)c(C)o1 (stereo unspecified)
i | i | COc1cc(C(=O)Nc2ccc(Cl)c([N+](=O)[O-])c2)cc(OC)c1OC
i | i | COc1cccc(CNC(=O)CCC2CCCN(C(=O)c3cc(C)on3)C2)c1 (stereo unspecified)
i | i | N#Cc1cccc(NC(=O)c2cncn2-c2ccccc2)c1
i | i | CCc1nc2nc(C)c(NS(=O)(=O)c3ccc(C4CCCCC4)cc3)c(=O)n2[nH]1
i | i | CCSc1nnc2ccc(-c3ccc(OC)c(OC)c3)nn12
i | i | O=C(Nc1ccccc1)N(C1=NCCCCS1)c1cccc2ccccc12
i | i | COc1ccc(S(=O)(=O)N2CCCCC2)cc1-n1cnnn1
i | i | COc1cccc(/C=N/NC(=O)c2c(C)nc3ccc(Br)cn23)c1
i | i | COc1ccc(N2CCN(C(=O)C3CCC(Cn4c(=S)[nH]c5ccccc5c4=O)CC3)CC2)cc1 (stereo unspecified)
i | i | COCCN(C(=S)Nc1ccc(C)cc1)C(C)c1ccco1 (stereo unspecified)
i | i | O=C(CSc1nc2ccccc2nc1SCC(=O)N1CCOCC1)N1CCOCC1
i | i | COc1cccc(CN2CCNC(=O)C2CC(=O)NCCN2CCOCC2)c1OC (stereo unspecified)
i | i | Cc1ccc(C(=O)N2C3=C(CCCC3)C(=O)NC23CCCCC3)cc1
i | i | Cc1ccc(S(=O)(=O)Nc2ccc(C(=O)N3CCN(c4ccccc4O)CC3)cc2)cc1[N+](=O)[O-]
i | i | O=C(N/N=C/c1ccccn1)C(=O)N1CCCCCC1
i | i | Cc1c(NC(=O)Nc2ccc([N+](=O)[O-])cc2)c(=O)n(-c2ccccc2)n1C
i | i | Cc1onc(NC(=O)NC(=O)c2ccccc2F)c1Br
i | i | O=S1(=O)CC/C(=N\O)c2ccccc21
i | i | COc1ccc(-c2[nH]c(-c3ccc(C)cc3)nc2SCC(=O)NC2CCCC2)cc1
i | i | CCc1ccc(NC(=S)NC(=O)CC(C)C)cc1
i | i | CC(C)c1ccc(NC(=O)c2cc([N+](=O)[O-])ccc2N2CCOCC2)cc1
i | i | CC(C)(C)c1csc(NC(=O)c2ccc(Cl)s2)n1
i | i | O=C1CCN(Cc2ccccc2)C(=O)N1c1ccccc1
i | nt | COc1ccc(/C=N/n2c(=O)[nH]c3c([nH]c4ccc(C)cc43)c2=O)cc1CN1CCOCC1
i | i | O=C(NC1=NCCS1)c1ccc(Br)s1
i | i | CCOc1ccc(C(=O)CCC(=O)N(CC)CC(=O)NCc2ccc(Cl)cc2)cc1
i | i | CN(C1CCCC1)C1CCN(C(=O)CNC(=O)/C=C/c2cccc(C(F)(F)F)c2)CC1
i | i | O=C(O)CNS(=O)(=O)c1ccc2c(c1)CCCC2
i | i | Cc1nc2ccc(NC(=O)c3ccc(=O)[nH]c3)cc2s1
i | i | Cc1ccc2nc(SC(C)C(=O)N3CCCC3)[nH]c2c1 (stereo unspecified)
i | i | CCCN(CC1CCCO1)C(=O)CCc1nnc(CCc2ccc(OC)cc2)o1 (stereo unspecified)
i | i | O=C(OCC(=O)N1CCc2ccccc2C1)c1ccc(N2CCOCC2)c([N+](=O)[O-])c1
i | i | Cc1cc2oc(=O)c(CC(=O)NCCCN(C)C)c(C)c2c2occ(C(C)(C)C)c12
i | i | NC(=O)COC(=O)c1ccc(S(=O)(=O)NCc2ccco2)cc1
i | i | CC(=O)CCC(=O)N1CCC(n2nccc2NC(=O)c2ccccc2C)CC1
i | i | Cn1c(CCN2CCCCC2)nc2cc(NS(=O)(=O)c3ccc(Cl)cc3)ccc21
i | i | Nc1cc(-c2ccc(Cl)cc2)nn1S(=O)(=O)c1ccc(Cl)cc1
i | i | COc1cc(COc2ccc3c(C)c(Cc4ccccc4)c(=O)oc3c2)cc(OC)c1OC
i | i | Cn1c(SCC(=O)NCCN2C(=O)CSC2=O)nnc1-c1ccccc1
i | -9.49* | O=C(NCCN1CCCC1)c1ccc2c(c1)N(Cc1cccc(Cl)c1)C(=O)c1ccccc1S2(=O)=O
i | i | Cc1ccc2c(CC(=O)NCc3ccc4c(c3)OCO4)coc2c1
i | i | Cc1ccccc1NC(=S)N1CCN(c2ccccc2Cl)CC1
i | i | COc1ccc(-c2ccc(SCC(=O)Nc3nnc(C)s3)nn2)cc1
i | i | CCOC(=O)C1(Cc2ccccc2)CCN(Cc2csc(C(C)=O)c2)CC1
i | i | Nc1ccc(N2CCCCC2)cc1N1CCCCC1

Remaining list, next part:
KCNQ2 block | CHT block | mol
i | i | Cc1ccnc(NC(=O)CCC(=O)N(CC(=O)NCc2ccc(F)cc2)Cc2ccco2)c1
i | i | C/C(=N\NC(=O)CNC(=O)c1ccncc1)c1ccc(C)cc1
i | i | CCOc1ccc(N2CC(C(=O)NCc3ccco3)CC2=O)cc1 (stereo unspecified)
i | i | COc1ccccc1CN(Cc1nc2ccccc2c(=O)[nH]1)C(=O)Nc1ccc(C)cc1
i | i | Clc1ccc(Nc2ccc(NCc3ccccc3)nn2)cc1
i | i | CN(C(=O)c1cc2n(n1)C(C(F)(F)F)CC(c1ccco1)N2)c1ccc(OC(F)(F)F)cc1 (stereo unspecified)
i | i | CC1O[C@@H](O[C@H](C)CC[C@@H](C)O[C@H]2OC(C)[C@@H](O)C[C@H]2O)C(O)C[C@H]1O (stereo partly specified)
i | i | CCC(=O)N1c2ccc(S(=O)(=O)N(CCO)Cc3ccccc3)cc2CC1C (stereo unspecified)
i | i | CC(C)CC(CO)N1CCN(C(=O)c2cccc(C(F)(F)F)c2)CCC1=O (stereo unspecified)
i | i | CCCCNC(=O)CSc1nc2ccccc2n1S(=O)(=O)c1ccc(Cl)cc1
i | i | C/C(=N\NS(=O)(=O)c1ccccc1)c1cc(Cl)cc(Cl)c1O
i | i | Cc1c(NC(=O)Cc2ccccc2)cccc1C(=O)NN1C(=O)c2ccccc2C1=O
i | i | CCOc1ccccc1OCC(=O)Nc1cc(S(=O)(=O)N2CCCCC2)ccc1N1CCN(CC)CC1
i | i | COc1ccc(N2CCN(C(=O)c3ccc(CNS(=O)(=O)c4ccc(C)cc4)cc3)CC2)cc1
i | i | CC(C(=O)Nc1ccc(C(=O)O)c(O)c1)N1C(=O)/C(=C\c2ccco2)SC1=S (stereo unspecified)
i | i | COc1ccc(N=Cc2c(O)n(-c3cccc(C)n3)c(=O)c3ccccc23)cc1
i | i | COc1ccc(C)cc1NC(=O)CN(Cc1nnc(-c2ccc(Cl)cc2)o1)C1CCCC1
i | nt | Cc1cccc(Nc2nc3c(c(=O)n(C)c(=O)n3C)n2Cc2ccccc2)c1
i | i | CC(=O)c1ccc(NC(=O)c2noc3c2CCCCC3)cc1
i | i | Cc1n[nH]c(=O)c2c(NC(=O)CSc3nc4ccccc4c(=O)n3CCCO)oc(C)c12
i | i | CC1CCCN(C(=O)C2CCCN(S(=O)(=O)c3cccc4nsnc34)C2)C1 (stereo unspecified)
i | i | Cc1cnc(C(=O)OCC(=O)N2CCN(S(=O)(=O)c3ccc(Cl)cc3)CC2)cn1
i | i | O=C(CCl)N1c2ccccc2SCC1c1ccccc1 (stereo unspecified)
i | i | Cn1ccc2cc(NC(=O)Nc3cccnc3)ccc21
i | i | Cc1cc(=O)n2nc(-c3ccccc3)sc2n1
i | i | FC(F)(F)c1ccnc(N2CCN(Cc3cnc(-c4ccccc4)[nH]3)CC2)c1
i | i | O=C(Nc1ccc(-c2csc(Nc3cccc(C(F)(F)F)c3)n2)cc1)c1cc([N+](=O)[O-])cc(C(F)(F)F)c1
i | i | COc1ccc(C)cc1NC(=O)c1cnc2n(c1=O)CCS2
i | i | O=C(COC(=O)c1ccc(F)c(S(=O)(=O)N2CCOCC2)c1)NCCc1ccccc1
i | i | CCCCN1C(=O)C(=O)N(CC(=O)Nc2cc(OCC)c(N3CCOCC3)cc2OCC)C1=O
i | i | O=S(=O)(Nc1cccc(CO)c1)c1cccs1
i | i | O=C(O)c1cc(-c2ccc(O)cc2)nc2ccccc12
i | i | COC(=O)COc1cccc(NC(=O)c2ccccc2)c1
i | i | CNC(=O)NC(=O)CSc1cccc(C(F)(F)F)c1
i | i | Cn1c(=O)c2[nH]c(SCc3ccccn3)nc2n(C)c1=S
i | i | COc1ccccc1-c1nnc(NC(=O)c2ccc(S(=O)(=O)N(C)CC3CCCO3)cc2)o1 (stereo unspecified)
i | i | CCn1c(SCc2nc3scc(-c4ccccc4)c3c(=O)[nH]2)nnc1-c1ccc(Cl)cc1
i | i | Cc1c(NC(=O)C(C)OC(=O)COc2ccc(C#N)cc2)c(=O)n(-c2ccccc2)n1C (stereo unspecified)
i | i | O=C(Nc1ccc(-c2cn3ccsc3n2)cc1)C1COc2ccccc2O1 (stereo unspecified)
i | i | COc1cc(Cc2cc(N)nc(N)n2)cc(OC)c1OC
i | i | CCNC(=O)N1CCCC(C(=O)c2ccc(C(F)(F)F)cc2)C1 (stereo unspecified)
i | i | Cc1cc2oc(=O)cc(CSc3nc(N)cc(N)n3)c2cc1C
i | i | Cc1cc(C)cc(NC(=O)CCNS(=O)(=O)c2cc(Br)cnc2N)c1
i | i | COc1ccc(C(=O)NC(=S)Nc2ccccc2N2CCCCC2)cc1[N+](=O)[O-]
i | i | O=C(NCCNS(=O)(=O)c1ccccc1Cl)c1cc(OCC(F)(F)F)ccc1OCC(F)(F)F
i | i | COc1ccccc1/C=C1\Cc2ccccc2C1=O
i | i | CCOc1ccc(CCNC(=O)COC(=O)c2cc(OC)cc(OC)c2)cc1OCC
i | i | COc1ccc(N2C(=O)CC(N3CCN(C(=O)c4ccco4)CC3)C2=O)cc1 (stereo unspecified)
i | i | O=C(c1ccc(Cl)c(S(=O)(=O)N2CCCC2)c1)N1CCCC(C(F)(F)F)C1 (stereo unspecified)
i | i | CCN(C(=O)COC(=O)c1ccco1)c1c(N)n(Cc2ccccc2)c(=O)[nH]c1=O
i | i | Cc1[nH]nc2c1/C(=N/O)CC(c1ccccc1)C2 (stereo unspecified)
i | i | O=C1OCCN1/N=C/c1ccc([N+](=O)[O-])o1
i | i | O=C(c1ccccc1)N1CCN(S(=O)(=O)c2cccc(NS(=O)(=O)c3ccccc3)c2)CC1
i | i | CCN1c2ccccc2NC2N=C(OC)C(c3ccccc3)C21 (stereo unspecified)
i | i | Cc1ccc(S(=O)(=O)N2c3ccccc3OCC2C(C)(C)C)cc1 (stereo unspecified)
i | i | CC(=O)n1c2ccccc2c2c1c1ccccc1n2C
i | i | CCOc1cc(/C=N/n2c(C)nnc2C)ccc1O
i | i | CN(CC(=O)NC1CCCCCC1)S(=O)(=O)c1ccc2c(c1)n(C)c(=O)c(=O)n2C
i | i | O=C(N/N=C1\CC2CC=CC12)c1ccccc1Cl (stereo unspecified)
i | i | COc1ccc(-n2cc(CNC3CCN(C)CC3)c(-c3cccc(F)c3)n2)cc1
i | i | O=C(N1CCCCCC1)N1CCN(S(=O)(=O)N2CCCCC2)CC1

From PubChem
